From PubChem
Runt-SMMHC FRET = inhibitors of human RUNX1 Runt domain binding to CBFb-SMMHC; Q01196+Q13951; Cerulean-Runt/Venus-CBFb-SMMHC FRET ratio 530/480, 1 h; inhibition, % at 20 µM; actives 0.74% (n = 220,000); AID 1434;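 active = mean inhibition across duplicate retests at 20 µM reaching about 50%, limit read from the data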;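 also: 0% = DMSO wells and 100% = wells with excess untagged CBFb-SMMHC; inhibitors lower the FRET ratio by blocking Runt binding to CBFb-SMMHC; some results filed as inactive read as strong as hits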
RBBP9 inh = inhibitors of human serine hydrolase RBBP9; inhibition, % at 7.94 µM; actives 0.2% (n = 220,000); O75884; recombinant RBBP9, FP-Rh probe fluorescence polarization;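 active = inhibition above the campaign mean of all tested compounds plus 3 SD, cut at about 14% in these data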;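 also: plate controls were DMSO wells with RBBP9 for no effect and wells lacking RBBP9 protein for full effect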
Target sequence (O75884 whole entry, looked up): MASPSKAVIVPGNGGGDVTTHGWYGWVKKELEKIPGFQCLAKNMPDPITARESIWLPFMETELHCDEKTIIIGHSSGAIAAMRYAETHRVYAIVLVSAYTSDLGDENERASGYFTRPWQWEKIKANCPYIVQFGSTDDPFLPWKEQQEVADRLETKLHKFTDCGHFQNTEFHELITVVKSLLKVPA
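System: RBBP9 protein | Quantity: 2.5 µM RBBP9 dispensing solution, before mixing | Reagent: FP-Rh probe, 375 nM dispensing solution | Timing: Enzyme-compound preincubation 30 min, then probe labeling 45 min, 25 °C | Measured by: Fluorescence polarization | Read-out: % inhibition | Replication: One well per compound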
PGE2 EP2 inh = inhibitors of human EP2 prostaglandin E2 receptor. AID 1422. C6 glioma cells expressing human EP2, cAMP TR-FRET; cells stimulated with saturating PGE2. actives 0.52% (n = 260,000). inhibition, % at 25 µM. P43116;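 active = percent inhibition above 40 after rounding to a whole number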;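 also: rat C6 glioma host cells with rolipram phosphodiesterase inhibitor present; the protocol text gives 20 µM as final concentration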
Target sequence (P43116 whole entry, looked up): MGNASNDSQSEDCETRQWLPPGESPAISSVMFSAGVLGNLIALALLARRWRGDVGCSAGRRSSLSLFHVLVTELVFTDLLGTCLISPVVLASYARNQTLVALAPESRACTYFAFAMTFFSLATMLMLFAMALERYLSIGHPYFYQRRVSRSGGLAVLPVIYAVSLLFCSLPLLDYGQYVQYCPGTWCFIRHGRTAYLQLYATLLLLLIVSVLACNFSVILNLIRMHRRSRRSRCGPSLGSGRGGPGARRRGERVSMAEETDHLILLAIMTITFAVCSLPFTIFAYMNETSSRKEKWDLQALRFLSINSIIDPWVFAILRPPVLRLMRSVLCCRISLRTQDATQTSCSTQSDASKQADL
L929 necroptosis = L929 zVAD cell death inhibition; L929 zVAD necroptosis rescue, ATP luminescence, 24 h; with zVAD 60 µM; viability rescue, % at 10 µM; actives 0.38% (n = 220,000);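 active = activation, scaled between plate controls, above about 75%, limit read from the data; inactive = activation under that limit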;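 also: 0% = zVAD with DMSO and 100% = DMSO alone without zVAD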
EP2 mod = modulators of human EP2 prostaglandin E2 receptor; EP2-expressing cells, cAMP HTRF FRET, PGE2 co-stimulation; induction, % at 25 µM; actives 0.83% (n = 260,000); AID 940;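 active = compounds whose cAMP rise, as percent of the full-agonist control response, exceeds 60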;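 also: rat C6 glioma line stably carrying human EP2 under a CMV promoter; the protocol text gives 20 µM as final concentration; 100% = response of wells given 1 µM PGE2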
TNF necrop inh = inhibitors of TNF-alpha induced necroptosis in Jurkat FADD-/- cells; Jurkat FADD-/- TNF necroptosis rescue, ATP luminescence, 24 h; 0 = TNF only, 100 = no-TNF cells; actives 0.068% (n = 220,000); activation (protection from cell death), % at 10 µM; AID 463075;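 active = activation, meaning protection from cell death, of at least 50% relative to plate controls; inactive = activation below 50%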;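 also: necroptosis triggered by 40 ng/mL TNF-alpha added together with compound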
Hck-Nef inh = human Hck-Nef kinase inhibition | AID 463187 | actives 0.68% (n = 220,000) | Recombinant Hck-YEEI plus Nef, Z-Lyte FRET kinase assay | inhibition, % at 20 µM;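 active = Hck-Nef kinase inhibition above about 50%, limit read from the data; inactive = inhibition below that limit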;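 also: 0% = DMSO with Hck plus Nef and 100% = Hck alone without Nef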
Runt-CBFb FRET = blocks binding of human RUNX1 Runt domain to CBFb. AID 1496. actives 0.46% (n = 220,000). Cerulean-Runt/Venus-CBFb FRET ratio 530/480, 1 h. inhibition, % at 20 µM;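 active = inhibition over about 50% at 20 µM in the single-dose screen, limit read from the data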;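 also: 0% = DMSO wells and 100% = excess unlabeled CBFb competitor control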
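System: Cerulean-labeled Runt domain protein | Quantity: 100 nM of each labeled protein | Schedule: 1 h compound exposure, room temperature | Detection: Fluorescence energy transfer, 422 nm excitation, 530/480 nm emission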
PERK inh = blocks human PERK kinase. CHO PERK-DD fusion, SEAP luminescence translation reporter. actives 0.17% (n = 220,000). Q9NZJ5. inhibition, % at 5.6 µM;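 active = inhibition above the mean inhibition of all tested compounds plus 3 SD, set separately per screening campaign, cut at about 2.9% in these data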;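 also: PERK kinase domain activated by AP20187 dimerizer at 100 nM; 0% = DMSO with dimerizer and 100% = rapamycin at 8.4 µM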
Numbers without * were called inactive; / = not tested or not shown; & = joins results of further samples. Only part of the results is shown (hit frequency here may not be typical).

SMILES	Runt-SMMHC FRET	RBBP9 inh	PGE2 EP2 inh	L929 necroptosis	EP2 mod	TNF necrop inh	Hck-Nef inh	Runt-CBFb FRET	PERK inh
Cc1ccc(C(=O)N(Cc2nc3ccccc3c(=O)[nH]2)C2CCCC2)cc1	-1	-4	2	-1.0	13	-3.8	24	-1	-0.4
COc1nnc(-c2ccc(N3CCOCC3)c(NC(=O)C3CCCCC3)c2)c2ccccc12	3	-9	10	0.6	-20	-4.2	0	-7	-0.7
Cn1ccnc1Sc1ccc(/C=N/NC(=O)c2ccccc2O)cc1[N+](=O)[O-]	1	-8	11	0.1	3	2.5	-19	-1	0.1
COCc1nnc(SCC(=O)NC(C)c2ccccc2)n1-c1ccccc1 (stereo unspecified)	3	6	0	-1.0	8	-0.9	13	1	1.2
CC(NC(=O)c1c(Cl)cnn1C)C1CCCO1 (stereo unspecified)	2	-4	6	0.4	14	1.6	19	0	1.0
CC(C)Oc1cc(N)c(Cl)cc1Cl	-3	-7	7	-0.6	3	-0.1	28	-1	0.7
Cc1cc(C)c2c(n1)sc1c(N3CCN(C)CC3)ncnc12	-2	1	8	3.2	34	6.6	14	1	-2.1
COC(=O)c1ccc(CNC(=O)COC(=O)C2CC3C=CC2C3)cc1 (stereo unspecified)	0	-5	4	1.8	-19	0.0	18	0	0.7
CSc1cccc(NC(=S)N2CCC(N(C)C3CCCC3)CC2)c1	-1	-4	1	0.8	-20	1.8	29	1	0.2
COc1ccc(C2CC2/C(C)=N/OC(=O)c2ccc(F)cc2)cc1 (stereo unspecified)	-4	-6	5	3.7	-23	0.8	20	-5	0.6
O=C(O)c1cnn(-c2nc(-c3cccc(F)c3)cs2)c1C(F)(F)F	1	-5	12	4.8	21	1.0	-20	-1	-0.3
O=C1N2CCCc3cccc(c32)C12Nc1ccccc1S2 (stereo unspecified)	2	2	18	0.1	9	-2.2	-1	17	-1.0
COc1ccc(/C=N/NC(=O)C2(C)NC(C)(C)Cc3ccccc32)cc1 (stereo unspecified)	-11	-3	7	1.5	6	0.0	20	-2	0.2
O=C1NCCN1C(=O)N(c1ccccc1)c1ccccc1	1	-1	8	0.2	16	-3.1	0	-3	1.0
CCOC(=O)c1[nH]c(C)c(C(=O)OCCN2C(=O)c3ccccc3C2=O)c1C	-96	-11	7	-0.3	-21	0.6	0	-5	-1.2
O=C(CSCCO)Nc1cccc2ccccc12	-6	2	13	0.9	7	2.4	8	4	0.1
COc1ccc(/C(N)=N/OC(=O)Oc2ccccc2)cc1OC	-2	-2	2	0.5	-1	0.4	0	2	0.1
O=C(CSCc1ccc(F)cc1)Nc1ccccc1C(=O)N1CCOCC1	-2	2	2	0.1	14	-0.4	3	-1	0.6
Cc1nc2ccc(N)cc2s1	0	2	15	0.8	28	-3.2	2	2	-0.5
CCN1CCN(c2cc(C)c3cc(NC(=O)c4cccc(OC)c4)ccc3n2)CC1	0	4	3	0.2	-28	4.2	20	0	-0.3
COc1ccc(-n2c(=O)c3ccccc3n(CC(=O)NCc3ccco3)c2=O)cc1	2	-1	9	2.2	12	0.1	21	-1	0.6
CCN(CCn1cccn1)Cc1cn[nH]c1-c1cccc2ccccc12	-3	0	1	0.5	-2	3.2	18	3	1.3
COc1cccc(N(C(=O)c2cnccn2)C(C(=O)NC2CCCCC2)c2ccc(Cl)cc2)c1 (stereo unspecified)	-3	-12	8	-0.1	31	-1.4	-1	-6	0.1
C/C(Cl)=C\Cn1c(NCCCn2ccnc2)nc2c1c(=O)n(C)c(=O)n2C	0	4	12	0.4	3	1.0	0	-2	0.5
O=C1CC(c2nc3ccccc3[nH]2)CN1c1cccc(C(F)(F)F)c1 (stereo unspecified)	1	1	8	/	-30	3.0	-7	1	0.3
COc1ccccc1N1CCN(Cc2cccs2)CC1	0	-3	/	0.8	-1	1.0	0	2	-0.2
O=c1cc(CSc2nnnn2-c2ccccc2)nc2sccn12	3	-3	6	0.8	7	-0.1	20	-1	0.0
Cn1c(=O)c(C(=O)Nc2ccccn2)c(O)c2ccccc21	1	1	8	13	6	-2.7	4	-2	1.9
Oc1ccc(-c2cccc(-c3ccc(O)cc3)n2)cc1	-4	-2	12	-0.1	-29	-4.8	1	3	-1.5
COc1cccc(-c2nn(-c3ccccc3)cc2/C=C\C(=O)c2cccs2)c1	2	-12	5	0.7	1	-12	0	-5	-0.3
Cc1occc1C(=O)Nc1cccc(C(=O)NCc2ccccc2)c1	3	-2	10	0.7	-50	0.6	-1	-1	0.2
CC(C)CNC(=O)COC(=O)c1cc(Cl)cc(Cl)c1N	0	-10	7	0.1	5	1.0	2	1	-0.3
COc1ccc(C2C(C(=O)c3cccs3)=C(O)C(=O)N2c2cccc(C)n2)cc1 (stereo unspecified)	-5	-4	17	0.1	1	-1.5	12	-2	-1.4
Cc1ccc(CN2CCN(CC(=O)O)C2=O)cc1	-12	-11	3	4.0	21	0.2	-2	0	0.7
COc1ccc(N2C(=O)C3C(C2=O)C(C(=O)c2ccc(Cl)cc2)N2CCCC32)cc1 (stereo unspecified)	-8	-7	6	-0.3	-10	-4.4	-3	0	-0.9
Cc1nonc1C1CCCN1C(=O)c1cc(COc2ccc(F)cc2F)on1 (stereo unspecified)	-2	-1	6	0.2	-37	2.6	-7	-5	2.1
CCOC(=O)c1c(NC(C)=O)sc2c(OC)cccc12	-4	-10	9	0.8	-31	0.5	1	/	-0.2
CCN(c1cccc(C)c1)S(=O)(=O)c1ccc(OC)c([N+](=O)[O-])c1	1	-3	7	-0.2	28	-0.3	3	-3	0.6
CN1C(=O)C(CC(=O)Nc2ccc(F)cc2)N(NC(=O)c2cccc(F)c2)C1=S (stereo unspecified)	-4	-10	7	0.3	8	-0.7	13	1	0.2
C=CCn1c(SCc2c(Cl)cccc2Cl)nnc1-c1cccnc1	3	-4	3	-0.1	6	-0.4	-2	0	-2.4
CC(Oc1ccc(Cl)cc1Cl)C(=O)NNC(=O)C(=O)N1CCCCC1 (stereo unspecified)	-2	-2	7	-0.7	3	1.0	1	-1	0.4
Cn1c(CN2CCCC2)nc2cc(NC(=O)c3cccs3)ccc21	-3	-14	3	/	7	1.4	1	1	-0.8
CCCCN(C)CCCNC(=O)c1ccc2c(c1)NC(=O)C(N1CCOCC1)S2 (stereo unspecified)	-4	-6	23	2.8	-5	0.5	9	0	1.9
Cc1ccccc1C(=O)N1CCC(C(=O)Nc2ccc(S(=O)(=O)N3CCCC3)cc2)CC1	-3	-15	13	-0.1	-10	3.3	0	0	-0.1
COCCOC(=O)C1=C(C)Nc2cc(=O)[nH]c(=O)n2C1c1cccc([N+](=O)[O-])c1 (stereo unspecified)	-1	4	12	-0.2	32	1.1	5	-2	0.4
O=C(COC(=O)c1cnc(Cl)c(Cl)c1)NCc1ccco1	5	-9	4	0.9	6	-0.3	6	11	-0.2
O=C1C=C(NCc2ccco2)CC(c2ccc(Cl)cc2)C1 (stereo unspecified)	1	-4	8	-0.2	-16	-3.4	1	2	-0.6
CC(=O)N1CCN(Cc2nc3cc(NC(=O)c4ccc(Cl)cc4)ccc3n2C)CC1	-1	-10	6	-0.5	-19	-3.1	1	2	-0.1
Cc1ccc(-c2noc(CSc3nnc(Cc4ccccc4)n3-c3ccc(Cl)cc3)n2)cc1	-5	-7	0	-0.3	-12	0.7	-2	-10	-2.1
CCOC(=O)c1cc(=O)n2[nH]c(-c3ccc(C)cc3)cc2n1	8	-7	16	0.9	16	-0.2	5	12	0.3
O=C(N/N=C/c1cc2cc3c(cc2nc1Cl)OCCO3)c1ccccc1O	-10	-4	15	7.2	1	2.4	3	-10	0.4
CCOc1ccccc1NC(=O)CSc1ccc2nnc(-c3cccnc3)n2n1	3	-12	5	-0.5	-6	0.5	-5	1	-0.2
O=C(O)[C@H](Cc1ccccc1)NC(=O)N1CCOCC1	-1	-5	10	0.5	15	-0.1	0	-3	-1.1
Cc1nc2sccc2c(=O)n1N	1	-2	5	1.4	3	1.3	26	1	1.2
O=C(Cc1ccc(F)cc1)NC1CCCC1	-2	2	16	-0.4	33	5.0	1	1	-0.6
COc1cccc(C(C2=C(O)CC(C)(C)CC2=O)C2C(=O)CC(C)(C)CC2=O)c1 (stereo unspecified)	5	-1	7	0.0	-12	1.5	1	2	-0.3
Cc1nnc(SCC(=O)Nn2cnnc2)s1	0	-7	12	2.2	8	1.7	-11	-1	0.2
CN1CCCN(C(=O)C2CCC(C(=O)N3CCCN(C)CC3)CC2)CC1 (stereo unspecified)	0	-3	4	0.6	18	0.1	-4	0	0.9
CCCCNC(=O)CN(c1cccc(F)c1)S(C)(=O)=O	6	-8	14	0.2	14	0.8	8	-1	0.9
Cc1ccc(S(=O)(=O)NC(=O)c2ccc(-c3ccc(-c4ccccc4)cc3)o2)c(C)c1	-3	-12	9	2.9	47	2.0	14	-3	1.0

Continuation:
SMILES	Runt-SMMHC FRET	RBBP9 inh	PGE2 EP2 inh	L929 necroptosis	EP2 mod	TNF necrop inh	Hck-Nef inh	Runt-CBFb FRET	PERK inh
FC(F)(F)c1cc(-c2ccccc2)nc(N2CCCCC2)n1	3	-6	4	-0.3	25	0.0	-7	-2	0.1
c1ccc(NCc2ccccn2)cc1	0	-6	1&5	32	-47&14	7.5	18	2	0.1
S=c1[nH]ncn1/N=C/c1ccccn1	5	-1	6	0.0	15	-1.5	1	8	0.9
CCN(CC)C(=O)Nc1ccc(C(=O)OC)cc1	0	-8	16	-0.5	-3	1.1	0	0	-0.8
Cc1cc([N+](=O)[O-])nn1CC(=O)NCCCn1ccnc1	-3	-9	6	0.4	7	-0.8	16	0	0.8
O=C(NCc1ccccc1Cl)c1cnc2n(c1=O)CCS2	-2	2	6	-0.7	26	-0.1	1	2	-0.9
Cc1ccc(N2C(N)=C(C#N)C(c3cccs3)C3=C2CC(C)(C)CC3=O)cc1 (stereo unspecified)	-4	2	7	-1.9	10	-3.1	1	0	-1.4
C=CCc1cccc2cc(C(=O)NCc3ccc(C(=O)OCC)o3)c(=O)oc12	2	0	4	0.6	15	0.9	0	-14	1.4
